# Assay outcomes (PubChem BioAssay)
# SW480 rerep – A quantitative high throughput screen for small molecules that induce DNA re-replication in SW480 colon adenocarcinoma cells; SW480 DNA re-replication, Hoechst DNA content imaging, 48 h; Potency, µM (top dose mostly 46.1 µM), for inactives: top-dose re-replication activation, most hits filed as activators; actives 1.8% (n = 340,000); AID 624297, 2012; also: potency is read from the fitted curve at half-maximal effect; % of control where 0% means no effect; nearly all actives have a fitted effect of over 55% in size
#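 Treated cells incubate 48 hr (37 C, 5% CO2), are stained 40 min with Hoechst, and nuclear fluorescence is enumerated; a rise in nuclei with high DNA signal marks re-replication.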
# HT1080-NT tox – qHTS for induction of synthetic lethality in tumor cells producing 2HG: qHTS for the HT-1080-NT fibrosarcoma cell line; actives 1.6% (n = 360,000); HT-1080-NT fibrosarcoma viability, CellTiter-Glo ATP luminescence, 48 h; AID 686970, 2013; Potency, µM (series often up to 46.1 µM), inactives show top-dose activity, negative = less viability, most hits filed as cytotoxic;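 also: NT is the 2HG producing partner of a matched IDH1 knockdown line; potency is read from the fitted curve at half-maximal effect; 0% = DMSO-treated cells and -100% = media-only wells without cells; nearly all actives have a fitted effect of over 55% in size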
#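 750 cells/well, RPMI + 5% FBS; 2 h settle, compound pin-transfer, 48 h at 37 degrees C. CellTiter-Glo 10 min RT, luminescence. Normalized to DMSO and media-only wells.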
# KB-V1 MDR tox – qHTS assay for MDR1-selective chemotherapeutics: Primary screen using the drug-selected MDR subline cells KB-V1 | KB-V1 MDR cells viability, CellTiter-Glo, 72 h | Potency, µM (top dose mostly 46.1 µM), for the others: at the top dose activity change, negative = cytotoxicity, usual class: cytotoxic | actives 3.4% (n = 400,000); also: potency is read from the fitted curve at half-maximal effect; % is scaled to controls: 0 for no effect and ±100 for the full control effect; nearly all actives have a fitted effect of over 60% in size
#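 KB-V1 MDR subline cells in DMEM (phenol-red free, 10% FBS) exposed to compounds in qHTS concentration series for 72 h at 37 degrees C. Viability read by CellTiter-Glo luminescence; concentration-effect curves fitted after normalization and correction.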
# IL-1B inflam inh – qHTS for Inhibitors of Inflammasome Signaling: IL-1-beta AlphaLISA Primary Screen; THP-1 LPS/ATP IL-1B secretion, AlphaLISA, 16 h; hits give low values; activity change, % at 57.5 µM; actives 4.7% (n = 360,000); AID 743279, 2014; in the data active = activity change below about -50%; inconclusive = mostly about -30% to -49%; also: % is scaled to controls: 0 for no effect and ±100 for the full control effect
#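 Secreted IL-1B measured by AlphaLISA bead assay after 16 h compound exposure of THP-1 cells; compounds (final up to 57.5 uM) added 1 h before LPS (250 ng/mL) and ATP (1.25 mM) stimulation; lower signal means less secretion.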
# D3 antag – qHTS of D3 Dopamine Receptor Antagonist: qHTS. D3R cells, DiscoveRx beta-arrestin luminescence, antagonist mode; hits give low values. actives 2.5% (n = 360,000). D(3) dopamine receptor (Homo sapiens), P35462. max response, negative = inhibition, %. AID 652054, 2013; in the data active = max response below about -50%; inconclusive = no clear call, values can overlap the other calls; also: % is scaled to controls: 0 for no effect and ±100 for the full control effect; mostly tested at two doses, the higher about 12 µM
# Target sequence (P35462 whole entry, looked up): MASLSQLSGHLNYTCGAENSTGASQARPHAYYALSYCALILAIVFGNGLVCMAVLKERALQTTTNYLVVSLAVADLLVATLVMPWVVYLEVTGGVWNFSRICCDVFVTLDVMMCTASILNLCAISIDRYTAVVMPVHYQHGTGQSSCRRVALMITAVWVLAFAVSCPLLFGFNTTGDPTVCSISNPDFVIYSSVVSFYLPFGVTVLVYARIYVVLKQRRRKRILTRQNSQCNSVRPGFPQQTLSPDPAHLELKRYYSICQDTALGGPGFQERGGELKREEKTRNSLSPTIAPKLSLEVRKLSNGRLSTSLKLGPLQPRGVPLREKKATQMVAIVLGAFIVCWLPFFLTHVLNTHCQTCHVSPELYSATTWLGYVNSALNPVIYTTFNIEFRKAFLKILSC
#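 Cells expressing the human receptor were seeded at 1500 cells/well, incubated overnight at 37 degrees C in 5% CO2, then exposed to library compounds with dopamine controls for 90 minutes at 37 degrees C before luminescent detection.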
# D3 ag – qHTS of D3 Dopamine Receptor Agonist: qHTS | D(3) dopamine receptor (Homo sapiens), P35462 | D3R DiscoveRx beta-arrestin cells, luminescence, 90 min | max activation, % | actives 0.58% (n = 410,000) | AID 652048, 2013; in the data active = max activation above about 30%; also: 0% is about no effect; mostly tested at two doses, the higher about 12 µM
#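 Agonist mode: compounds and dopamine controls were applied to plated cells for 90 min at 37 degrees C after an overnight attachment at 1500 cells/well. Luminescent read-out followed 30 - 60 minutes at room temperature with DiscoveRx detection reagent.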
# KB-3-1 cytotox – qHTS assay for MDR1-selective chemotherapeutics: Primary screen using the parental adenocarcinoma cell KB-3-1; KB-3-1 viability, CellTiter-Glo ATP luminescence, 72 h; actives 1.4% (n = 400,000); AID 1347075, 2019; Potency, µM (series often up to 46.1 µM), without a hit: at the top dose activity change, negative = cytotoxic, most hits filed as cytotoxic; also: potency is read from the fitted curve at half-maximal effect; % is scaled to controls: 0 for no effect and ±100 for the full control effect; nearly all actives have a fitted effect of over 60% in size
#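 Parental KB-3-1 adenocarcinoma cells in phenol-red-free DMEM with 10% FBS were pin-treated with compounds at several concentrations, incubated 72 h at 37 °C, and viability read by CellTiter-Glo luminescence; concentration-effect curves were fitted after normalization.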
# GLP1R ag – qHTS of GLP-1 Receptor Agonists | Glucagon-like peptide 1 receptor (Homo sapiens), P43220 | HEK293 GLP-1R CRE-luciferase, luminescence, 4-6 h; cells express a hypersensitive GLP-1R form | Potency, µM (highest dose often 45.6 µM), for the others: at the highest dose activation, hits mostly activators | actives 0.007% (n = 380,000) | AID 624172, 2012; also: potency is read from the fitted curve at half-maximal effect; % of control where 0% means no effect
# Target sequence (P43220 whole entry, looked up): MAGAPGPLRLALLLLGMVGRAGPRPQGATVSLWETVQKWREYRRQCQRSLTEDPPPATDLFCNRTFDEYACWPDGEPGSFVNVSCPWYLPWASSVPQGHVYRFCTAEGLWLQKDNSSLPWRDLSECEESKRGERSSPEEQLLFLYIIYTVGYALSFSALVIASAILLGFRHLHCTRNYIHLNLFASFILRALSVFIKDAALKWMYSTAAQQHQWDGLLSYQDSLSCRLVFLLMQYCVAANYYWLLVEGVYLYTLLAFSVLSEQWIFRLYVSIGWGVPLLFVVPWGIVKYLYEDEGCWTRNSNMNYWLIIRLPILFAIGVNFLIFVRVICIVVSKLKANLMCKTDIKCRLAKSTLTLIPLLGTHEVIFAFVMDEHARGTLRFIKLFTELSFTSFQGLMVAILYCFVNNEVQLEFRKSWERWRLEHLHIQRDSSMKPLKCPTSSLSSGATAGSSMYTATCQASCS
# HT1080 IDH1KD tx – qHTS for induction of synthetic lethality in tumor cells producing 2HG: qHTS for the HT-1080-IDH1KD cell line; HT-1080 IDH1 knockdown viability, ATP luminescence, 48 h; Potency, µM (top dose mostly 46.1 µM), without a hit: at the top dose activity, negative = toxicity, most hits filed as cytotoxic; actives 2% (n = 360,000); AID 686971, 2013;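 also: potency is read from the fitted curve at half-maximal effect; 0% = DMSO wells and -100% = cell-free medium wells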
#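 HT-1080-IDH1KD cells (IDH1 knocked down), 750/well in RPMI with 5% FBS, treated with compound 48 h at 37 degrees C. Viability by CellTiter-Glo luminescence, normalised to DMSO and no-cell wells; concentration-response curves classed.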
# Numbers without * were called inactive; ? = inconclusive; / = no result given; & = joins results of further samples; [ ] = another dose, or the depositor's remark. Unless noted, calls follow the shape of the dose curve; as a rule, active = well fitted curve in the direction sought with a large enough effect; inconclusive = small, poorly fitted or top-dose-only effect, or another doubt; inactive = no such curve, though single readings can be large; an effect the other way counts as inactive or inconclusive.
SMILES,SW480 rerep,HT1080-NT tox,KB-V1 MDR tox,IL-1B inflam inh,D3 antag,D3 ag,KB-3-1 cytotox,GLP1R ag,HT1080 IDH1KD tx
CCN(CC)CCCN=C1N[C@@H](c2cccc(C(F)(F)F)c2)C(C(=O)OC)=C(C)N1CC,?,?,0.4%,-25.8,2.5,1.1,?,-7.6%,?
O=C(Nc1cccc(O)c1)c1cccc(S(=O)(=O)N2CCCC2)c1,3.5%,-2.9%,?,0.0,0.0,-7.9,-4.1%,12.4%,-10.3%
O=C(COC(=O)c1ccccc1C(=O)c1ccc(Cl)cc1)NCc1ccccc1,-3.6%,-11.4%,2.1%,-69.1*,-6.1,-3.0,3.8%,4.6%,1.3%
CN1CCN(C(=O)Nc2ccc3c(c2)N(C)C(=O)c2ccccc2S3)CC1,-1.5%,-2.0%,-3.6%,4.3,5.4,1.4,0.0%,2.8%,-27.4%
CCOC(=O)c1nn(-c2ccccc2)c(C(=O)OCC)c1N,-5.3%,4.4%,?,-15.9,8.2,15.2,1.4%,9.1%,7.2%
O=C(Nc1ccccc1)C1=C[C@@H](c2ccc(Br)cc2)C[C@@H](OCCCCO)O1,-21.2%,-5.2%,-5.7%,-7.9,-14.1,-6.8,-12.2%,30.0%,-9.2%
O=C(CN1CCCC1)Nc1nc(-c2ccc(Cl)cc2)cs1,/,-22.9%,-1.1%,-11.4,0.0,-9.1,0.0%,0.1%,-6.2%
Cc1cccc(C)c1NC(=O)Cn1nnc(C(=O)Nc2c(C)cccc2C)c1N,/,/,2.5%,/,/,6.4,-0.4%,-1.0%,/
COC(=O)C1=C(C)N(CC2CC2)C(=O)N[C@H]1c1ccc(Br)cc1,-1.1%,15.2%,-3.3%,-15.8,0.0,-3.6,0.5%,-3.8%,-7.4%
Fc1cccc(NC(=S)NCc2ccc(Cl)cc2)c1,-32.8%[inhibitor],6.8%,?,-15.2,-15.1,-4.7,-29.2%,-0.1%,16.5%
C[C@@H](CSc1ccc(Br)cc1)CN1CC[C@H](C(C)(C)C)CCC1=O,-1.3%,1.7%,?,-11.2,0.1,2.5,3.9%&-12.7%,-3.7%,-3.1%
CN1CCN(c2ccc(NS(=O)(=O)c3ccc(Cl)cc3)cn2)CC1,-11.7%,4.2%,13.3%,-11.1,?,-18.3,-14.8%,15.2%,6.1%
CCOC(=O)CSc1nc2sc3c(c2c(=O)n1-c1ccccc1)CCN(C(C)C)C3,10.5%,?,0.0%,-2.4,-23.3,1.0,-9.1%,16.5%,?
COC(CNC(=O)C(=O)Nc1cc2c3c(c1)CCN3C(=O)CC2)OC,0.7%,-5.2%,0.0%,-23.8,-9.6,-10.7,?,-5.2%,-6.4%
CNC(=O)Nc1cccc2cccnc12,-32.1%[inhibitor],21.7%,-1.8%,11.3,11.2,-10.0,1.8%,0.5%,15.6%
CC(C)CCN1NC2(CCC(C)CC2)NC1=S (stereo not drawn),-0.6%[9.22 µM],-4.0%,0.0%,5.5,11.3,22.6,-2.9%,27.0%,0.6%
O=C(/C=C/c1ccc(N2CCCCC2)c([N+](=O)[O-])c1)c1ccc(S(=O)(=O)N2CCCC2)cc1,0.1%,7.0%,?,6.0,-26.3,-2.4,?,-6.8%,2.9%
CC1(NC(=S)Nc2ccc(NC(=S)NC3(C)CCS(=O)(=O)C3)cc2)CCS(=O)(=O)C1 (stereo not drawn),-1.8%,-2.6%,-15.0%,-12.8,-2.0,3.6,2.8%,-3.8%,1.6%
Cn1c(=O)n(C)c2cc(NS(=O)(=O)c3ccc(C(C)(C)C)cc3)ccc21,-4.4%,-22.4%,?,8.5,-8.7,6.4,-25.7%,11.5%,?
CC1CCN(CCc2nc3cc(NS(=O)(=O)c4ccc(F)cc4)ccc3n2C)CC1,0.6%,-0.8%,2.2%,10.7,-69.5*,0.5,11.7%,-10.8%,-0.1%
CCOC(=O)c1cnc(-n2nc(C)cc2C)nc1NC,?,7.08µM*,?,-14.0,?,0.8,2.2%,9.6%,?
Cc1cc(C)n(CC(C)NC(=O)c2cc(COc3ccc(F)c(F)c3)on2)n1 (stereo not drawn),-4.8%,3.0%,-24.6%,-6.9,6.8,-2.8,-2.6%,22.2%,0.0%
CNc1nc(Cl)nc2ncn(C)c12,0.5%,0.0%,-3.5%,-6.4,-20.2,-6.7,-5.0%,-27.2%,-2.5%
Cc1cccc(C(=O)OCC(=O)N2CCCCCC2)c1O,?,-1.6%[9.24 µM],-5.0%,0.0,-18.3,-2.7,1.3%,2.4%,1.7%
COc1ccc(CNC(=O)c2cnc3cc(C)ccn3c2=O)cc1,-4.9%,-9.3%,7.9%&28.3%,26.4,41.6,-2.4&6.0,7.2%&0.0%,2.9%,5.1%
COc1ccc(NS(=O)(=O)c2ccc(NC(=S)NC(=O)c3ccc(F)cc3)cc2)nn1,-4.2%,5.7%,0.0%,-1.2,8.2,2.0,13.3%,4.2%,19.5%
CC1CCN(CC(=O)Nc2ccccc2C#N)CC1,-5.3%,-0.8%,-3.3%,0.0,19.0,-14.7,13.8%,5.6%,-2.3%
Cc1nonc1NC(=O)c1oc2ccccc2c1C,-15.4%,0.7%,-3.1%,10.6,5.9,0.2,-2.8%,0.8%,-0.5%
CCOc1ccc(OCCC(=O)N(CC)CC(=O)Nc2ccccc2OC)cc1,-100.5%[inhibitor],0.9%,-5.6%,-12.5,0.7,31.0*,2.7%,13.7%,-5.9%
C=CCCC(=O)Nc1ccc(COC(=O)N2CCOCC2)cc1,0.7%,8.1%,-0.2%,9.2,3.8,5.1,11.9%,-5.6%,5.0%
O=C(CSc1ncccc1C(=O)O)c1ccccc1,8.9%,-0.6%,9.3%,29.1,-10.7,8.5,-3.9%,-3.5%,12.0%
CC(/C=N/NC(=O)CSc1nnc(SCc2ccccc2)s1)=C\c1ccco1,-3.3%,13.0%,-10.3%,17.2,9.2,9.3,17.4%,0.0%,14.2%
O=C(NCc1ccccc1Cl)C1CCCN1C(=O)Nc1ccccc1 (stereo not drawn),12.2%,10.7%,0.5%,8.8,-17.8,-2.8,-5.0%,-3.5%,1.9%
C=CCn1c(Cc2cccs2)nnc1SCC(=O)Nc1ccc(C(=O)OCC)cc1,5.0%,2.5%,-0.3%,-23.8,3.4,0.5,7.6%,-0.1%,-7.9%
O=C(NCc1ccc2c(c1)OCO2)c1cc(-c2ccccc2)nn1CC1CC(c2cccnc2)=NO1 (stereo not drawn),-8.5%,3.9%,2.2%,-0.8,-13.2,3.4,-0.1%,9.6%,2.9%
CCN(CC)CCCNC(=S)N(CCCO)Cc1cc2cc3c(cc2[nH]c1=O)OCO3,4.0%,-0.2%,?,-14.0,-12.2,-0.8,15.5%,1.7%,-7.8%
Cc1cc2ncn(-c3ncnc4scc(-c5ccccc5)c34)c2cc1C,-1.1%,-7.3%,4.11µM*,-6.3,9.8,5.2,-7.1%,-2.5%,-0.5%
CCN(CCNC(=O)C1CC(=O)N(CCc2ccccc2)C1)c1ccccc1 (stereo not drawn),5.8%,-2.9%,-11.2%,-16.4,0.0,-6.2,-6.6%,-9.2%,-1.6%
O=C(c1cc(-c2cccs2)nc2ccccc12)N1CCN(c2ccccc2O)CC1,?,-9.3%,-22.5%,-66.7*,87.7,22.4,3.3%,16.3%,-22.2%
COC(=O)c1cc(Oc2ccc(S(=O)(=O)N3CCOCC3)cc2[N+](=O)[O-])cc(C(=O)OC)c1,?,10.1%[9.24 µM],1.2%,?,-7.3,-13.2,-5.5%,1.1%,1.2%
CCN1CCN(C(C(=O)NC2CCCCC2)c2cc3ccccc3o2)CC1 (stereo not drawn),/,3.9%,-1.5%,-29.5,-7.6,-9.3,0.1%,11.2%,10.7%
O=C(COC(=O)c1ccccc1C(=O)c1ccccc1)NCCc1ccc(Cl)cc1Cl,5.1%,?,-16.7%,-85.3*,0.0,10.4,-11.4%,2.8%,?
CCn1c(Cn2nnc(-c3ccccc3)n2)nnc1SCC(=O)Nc1cccc(C(C)=O)c1,?,-16.1%,0.1%,?,10.4,12.8,11.5%,5.7%,2.0%[9.24 µM]
COC(=O)CC1Oc2ccccc2-n2cc(-c3ccc(F)cc3)nc21 (stereo not drawn),/,/,-0.6%,/,/,-3.2,3.1%,1.6%,/
COc1ccc(OC)c(NC2c3ccccc3C(=O)N2Cc2ccc3c(c2)OCO3)c1 (stereo not drawn),-0.8%,-0.5%,4.3%,-26.1,6.5,-0.9,2.1%,9.4%,-6.9%
CCN(CC)C(=O)c1cccc(-c2csc(C(NC(C)=O)c3ccc(F)c(F)c3)n2)c1 (stereo not drawn),/,-1.7%,-2.4%,-28.4,3.0,6.8,0.0%,11.6%,-1.4%
CNC(=O)C1CC(=O)N(c2ccc(OCC(=O)Nc3ccc(OC)cc3)cc2)C1 (stereo not drawn),-9.1%,0.6%,0.0%,30.1,-1.8,1.8,0.0%,1.1%,-4.0%
COc1ccc(Br)c(-c2nc(CS(=O)(=O)c3ccc(F)cc3)no2)c1,27.9%,-1.7%,-7.6%,-0.5,-1.2,2.6,-21.9%,8.8%,-1.5%

# Rows were taken by chance. Share with any hit: about 12%.
